Assay outcomes from PubChem.
Scp-1 inhibitor – inhibitors of human Scp-1 phosphatase. inhibition, % at 20 µM. hit rate 0.88% among 340,000. Recombinant Scp1, phosphopeptide, malachite green phosphate absorbance;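 active means inhibition above about 50% at 20 µM, limit read from the data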;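 further: plate controls were DMSO wells with enzyme for no effect and wells lacking enzyme for full effect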
Target sequence (Q9GZU7 76-261 limits assumed): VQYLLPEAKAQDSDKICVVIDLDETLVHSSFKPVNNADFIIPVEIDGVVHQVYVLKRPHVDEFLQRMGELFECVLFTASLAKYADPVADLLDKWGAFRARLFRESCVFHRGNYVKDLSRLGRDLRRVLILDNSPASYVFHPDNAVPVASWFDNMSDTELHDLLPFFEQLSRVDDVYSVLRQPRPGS
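System: truncated SCP-1 phosphatase (76-261aa); medium: Tris acetate buffer pH 5.5 with MgCl2 and Tween-20; incubation: 45 min room-temperature reaction, 5 min colour, 30 min stabiliser; compound: single 20 µM dose, 1% DMSO; reagent: Phosphorylated 17-residue peptide substrate; read-out: % inhibition at 20 µM; technique: colorimetric free-phosphate detection, absorbance 630 nm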
MsrA act – bovine methionine sulfoxide reductase A activation. activation, % at 10.6 µM. hit rate 0.3% among 360,000. purified bovine MsrA, absorbance read-out; in the data active means activation above about 7.5%;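 further: 0% = vehicle and 100% = reference activator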
Tb MetRS inh – blocks T. brucei methionyl-tRNA synthetase activity; purified T. brucei MetRS, ATP depletion, Kinase-Glo luminescence; inhibition, % at 11.9 µM; hit rate 0.4% among 360,000; AID 624268;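 active means inhibition above a per-plate cutoff of the control wells' mean inhibition plus 3 SD, cut at about 5.5% in these data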;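 further: 0% = DMSO wells median and 100% = median of wells with control inhibitor compound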
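Test system – parasite MetRS enzyme · Reagent – substrates ATP, L-methionine and bulk Escherichia coli tRNA · Doses – 11.9 µM compound single dose, 0.9% DMSO · Times – 15 min enzyme-compound preincubation, 2 h reaction, 10 min detection, 25 °C · Signal – Kinase-Glo luminescence, ATP depletion format · Controls – DMSO-only wells as low control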
LMPTP block – blocks human LMPTP phosphatase; P24666; recombinant LMPTP-A, OMFP fluorogenic substrate, fluorescence intensity; inhibition, % at 20 µM; hit rate 0.22% among 360,000; AID 651560;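 active means compounds that cut the enzyme signal by at least half of the control window in the single-dose screen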;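 further: plate controls were DMSO wells with enzyme plus substrate for no effect and substrate without enzyme for full effect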
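test system = LMPTP-A | amount = 0.625 nM LMPTP-A final | reagent = fluorogenic phosphatase substrate OMFP at 400 µM final | incubation = 50 min at room temperature | benchmarks = no-enzyme low control, uninhibited high control | medium = Bis-Tris pH 6.0, DTT, detergent | signal = fluorescence intensity of OMFP turnover product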
SUMO1 PPI mod – alters human SUMO1 binding to SIM partners | P63165 | SUMO1 binding to a labelled peptide, TR-FRET, 1 h | inhibition, % at 20 µM | hit rate 0.33% among 360,000 | AID 602429; in the data active means inhibition above about 37%
Target sequence (P63165 whole entry, looked up): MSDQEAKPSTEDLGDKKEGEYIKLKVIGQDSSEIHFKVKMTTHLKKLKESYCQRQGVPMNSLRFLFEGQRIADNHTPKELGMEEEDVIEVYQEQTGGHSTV
DNMT1 block – DNMT1 (human) enzyme inhibition; P26358; DNMT1 molecular beacon, Hinp1I cleavage, fluorescence; inhibition (reported as % activation of signal), % at 10 µM; hit rate 0.83% among 360,000; AID 588458; in the data active means inhibition above about 50%
MsrA inhibitor – bovine MsrA inhibition | purified bovine MsrA, absorbance read-out | inhibition, % at 15.5 µM | hit rate 0.75% among 360,000 | AID 651718; in the data active means inhibition above about 4.5%;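 further: 0% = vehicle wells with enzyme and 100% = reference inhibitor wells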
STEP inh – blocks human striatal-enriched tyrosine phosphatase | P54829 | recombinant STEP, OMFP fluorogenic substrate, fluorescence | inhibition, % at 20 µM | hit rate 0.25% among 360,000;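 active means inhibition at 20 µM, scaled per plate between control wells, above about 37%, limit read from the data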;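 further: 0% = DMSO with enzyme and substrate and 100% = substrate only without enzyme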
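Also added – OMFP at 25 µM · Test system – STEP tyrosine phosphatase · Technique – FITC-channel fluorescence of OMFP product · Schedule – 20 min at room temperature, dark · Evaluation – control-normalized % inhibition with plate pattern correction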
CendR NRP1 mod – alters CendR peptide binding to human NRP-1; O14786; inhibition, % at 25 µM; FAM-RPARPAR peptide binding to NRP-1, fluorescence polarization; hit rate 0.85% among 360,000; AID 602438;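 active means inhibition or corrected inhibition above about 18%, plus a signal ratio from 0.5 to 1.5, limit read from the data, passing the limit was not always enough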; further: strong numbers were not always called active
E coli Lon inh – E. coli protease La inhibition; inhibition, % at 7.94 µM; purified E. coli Lon protease, fluorescence polarization; AID 602123; hit rate 0.42% among 360,000; P0A9M0; in the data active means inhibition above about 13%, passing the limit was not always enough;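 further: 0% = enzyme with probe and DMSO and 100% = no enzyme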
Target sequence (P0A9M0 whole entry, looked up): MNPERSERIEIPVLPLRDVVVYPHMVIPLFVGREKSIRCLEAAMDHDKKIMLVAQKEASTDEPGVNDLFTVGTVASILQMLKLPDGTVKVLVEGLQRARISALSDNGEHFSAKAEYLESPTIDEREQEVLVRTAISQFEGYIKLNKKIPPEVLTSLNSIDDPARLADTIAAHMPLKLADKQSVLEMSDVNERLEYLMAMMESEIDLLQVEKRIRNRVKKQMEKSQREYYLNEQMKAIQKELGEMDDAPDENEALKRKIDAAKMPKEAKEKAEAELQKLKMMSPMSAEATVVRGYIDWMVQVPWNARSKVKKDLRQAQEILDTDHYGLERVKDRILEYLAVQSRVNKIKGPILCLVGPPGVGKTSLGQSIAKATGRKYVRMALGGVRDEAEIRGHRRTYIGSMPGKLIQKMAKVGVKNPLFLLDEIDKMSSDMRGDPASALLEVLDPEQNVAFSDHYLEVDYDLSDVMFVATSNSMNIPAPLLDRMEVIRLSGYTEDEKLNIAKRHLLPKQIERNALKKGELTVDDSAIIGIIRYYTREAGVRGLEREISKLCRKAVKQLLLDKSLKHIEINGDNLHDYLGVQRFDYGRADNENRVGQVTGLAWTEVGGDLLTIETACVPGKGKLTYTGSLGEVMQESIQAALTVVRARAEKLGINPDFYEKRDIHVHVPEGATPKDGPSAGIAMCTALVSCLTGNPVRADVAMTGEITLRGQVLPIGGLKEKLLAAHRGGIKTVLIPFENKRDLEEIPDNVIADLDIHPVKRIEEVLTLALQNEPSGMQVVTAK
* marks the source's active call; other numbers are inactive results; nt = not tested or not shown.

Every second line gives: Scp-1 inhibitor	MsrA act	Tb MetRS inh	LMPTP block	SUMO1 PPI mod	DNMT1 block	MsrA inhibitor	STEP inh	CendR NRP1 mod	E coli Lon inh
> Cc1cccc(NC(=O)CN2CCN(C(=O)c3cncn3-c3ccc(F)cc3)CC2)c1C
→ -2	-3	-0.5	-1.1	3	5	0.9	-1	7	2
> O=C(NCc1nnc(SCc2ccc(F)cc2)n1-c1ccccc1)C12CC3CC(CC(C3)C1)C2
→ 9	-4	0.4	-0.3	0	-2	-1.4	-3	-3	-17
> CCc1ccccc1N(C(=O)c1snc(C(N)=O)c1N)C(C(=O)NCC1CCCO1)c1ccc(N(C)C)cc1 (centres undefined)
→ -2	-1	0.0	0.8	-6	-2	-0.7	2	0	0
> Cc1ccc(S(=O)(=O)N2C[C@H]3C(=O)C[C@@H]4C(=O)N(c5ccccc5)C(=O)[C@@H]4[C@@H]3C[C@H]2c2cccc(Cl)c2)cc1
→ nt	-1	-0.4	1.3	5	-11	2.9	2	-2	-8
> CCCC(=O)NCCCc1nc2ccccc2n1C(C)C
→ -1	-1	0.0	1.4	1	-1	0.2	-2	-7	-8
> CN(Cc1ccccc1)C(=O)CN(c1ccc(F)cc1)S(=O)(=O)c1ccc2c(c1)OCCO2
→ -7	-4	0.3	0.2	-5	-4	0.1	3	5	-6
> Cc1ccc(C)c(NC(=O)CSc2nnc(CCCCCNC(=O)OC(C)(C)C)o2)c1
→ -8	0	-0.1	-2.2	-2	-1	1.5	-4	0	-5
> O=C(Nc1ccccc1Cl)N1CCN(c2ccc3nnc(-c4ccccc4)n3n2)CC1
→ -7	17*	-0.1	1.1	22	2	nt	1	-8	-9
> Cc1ccc(CN2C(=O)CCC2C(=O)N2CCN(c3ccc(F)cc3)CC2)cc1 (centres undefined)
→ 3	-2	-0.8	-2.0	-1	1	-0.7	-3	20	-6
> COc1ccc(NC(=O)Cn2nnc(C(=O)Nc3ccc(F)c(Cl)c3)c2N)cc1OC
→ 0	-14	-1.6	2.0	3	-3	-1.2	-2	6	-7
> Cc1c(C(=O)OCC(=O)NCc2ccco2)cccc1[N+](=O)[O-]
→ 40	-1	-0.3	2.3	-5	19	1.0	1	-7	-5
> Cc1cc(/C=C2/NC(=O)NC2=O)c(C)n1C
→ -5	-4	-0.1	-1.5	4	3	2.1	0	-3	-1
> Cn1ccc(/C=N/N=C2/NC(=O)CS2)n1
→ -10	-14	-0.7	-1.7	-1	-3	1.0	-1	4	0
> CCN(c1ccccc1)S(=O)(=O)c1cc(C(=O)Nc2ccc(Br)cc2)ccc1F
→ -8	-6	-1.0	1.1	1	-1	0.5	0	5	-3
> O=C(c1ccco1)N1CCN(C(=O)c2ccccc2[N+](=O)[O-])CC1
→ 1	-4	-0.1	-1.0	0	-5	-0.5	2	-8	-7
> C=CCNC(=O)/C(C#N)=C\c1cc(Cl)c(O)c(OCC)c1
→ -6	-3	0.1	-12	-14	-1	1.7	1	-29	-48
> COc1ccc(Cl)cc1NC(=O)CN1C(=O)CSC1=O
→ -6	-1	-0.1	-0.7	-1	1	-0.3	1	-5	-9
> CCOc1ccc(/C=N/NC(=O)c2ccccc2C)cc1CN1CC2CC(C1)c1cccc(=O)n1C2 (centres undefined)
→ -6	-1	-0.9	0.1	-7	-1	1.1	3	-6	4
> CCCC(C)C(=O)Nc1cc([N+](=O)[O-])ccc1F (centres undefined)
→ 0	-11	-0.4	-0.7	-13	3	1.9	1	-8	-1
> Cc1ccc(S(=O)(=O)N(C)C)cc1NC(=S)NC12CC3CC(CC(C3)C1)C2
→ -12	-4	2.3	1.9	-2	0	-0.3	1	-7	5
> O=C(NCc1ccccc1)C(c1ccccc1)N(Cc1ccc2c(c1)OCO2)C(=O)Cc1cccs1 (centres undefined)
→ -5	-1	-0.9	4.0	-2	0	-0.4	0	-8	-3
> OC(COC(c1ccccc1)c1ccccc1)CN1CCN(c2cccc(Cl)c2)CC1 (centres undefined)
→ 6	1	-0.1	4.6	5	-4	0.5	2	13	-4
> C[C@H](NC(=O)Nc1cccc(C(F)(F)F)c1)C(=O)O
→ -4	1	0.5	-1.0	1	2	-1.2	-2	10	-11
> CCOC(=O)N1CCN(C(=O)CSc2nnc(COc3ccccc3)o2)CC1
→ -8	0	-1.9	-1.2	0	-3	-0.3	1	1	-1
> COc1ccccc1CCc1nnc(CCC(=O)NCCC2CCCCO2)o1 (centres undefined)
→ nt	0	-0.2	-0.8	-1	-2	-0.7	1	3	-2
> COc1ccc(C(CC(=O)N2CCOCC2)c2c(OC)cc(OC)c3c(-c4ccccc4)cc(=O)oc23)cc1 (centres undefined)
→ 35	-2	-0.2	5.4	-4	74*	1.2	0	-16	18
> O=C(CCNC(=O)OCc1ccccc1)NC1CCCCC1
→ -10	-4	0.6	-1.0	4	-3	-0.4	-4	3	-4
> CC(=O)N(C)c1ccc(N=NC2C(=O)N(C(N)=S)N=C2C)cc1 (centres undefined)
→ -1	-3	0.5	-2.6	-36	0	1.7	0	-5	11
> C/C(=N\NC(=O)c1ccc2c(c1)OCCO2)c1ccccc1
→ -14	-2	0.0	-0.5	2	2	-0.3	2	3	-6
> O=C1NC(c2ccccc2O)Nc2ccccc21 (centres undefined)
→ 5	-4	-0.9	-0.3	1	3	0.3	-4	-8	0
> Cc1ccc2c(Cl)c(C)c(N3CCCCC3)nc2n1
→ 0	-5	-0.8	-1.3	-2	-1	3.0	0	1	1
> Cc1ccccc1OC(=O)CCC(=O)OCCCC(F)(F)C(F)(F)F
→ -4	-5	-1.1	0.8	1	-2	-1.9	3	1	-8
> Cc1ccc(C(C)NC(=S)NC2CCCCC2)c(C)c1 (centres undefined)
→ 1	1	-0.5	0.8	4	1	-0.1	3	18	2
> CCN(CC)CCn1c2c(c(SCC(=O)NCc3ccccc3)nc1=O)CCCC2
→ -6	-2	0.0	-0.5	-4	1	1.3	-2	-13	-4
> NS(=O)(=O)c1ccc(NC(=O)COC(=O)CCC2CCCC2)cc1
→ -12	-2	-0.3	0.0	-2	-1	0.4	0	-6	-1
> O=C(CN1CCN(C(=O)c2ccccc2)CC1)Nc1ccc(Br)cn1
→ -1	-3	-0.6	-2.1	-4	4	-1.1	-1	-18	-5
> O=C(c1cc2cc(Cl)ccc2[nH]1)N1CCN(c2ccccc2F)CC1
→ -4	0	0.2	1.2	-1	2	1.3	-3	8	3
> O=C(NCCCN1CCOCC1)C1(c2ccccc2)CCCC1
→ -2	0	0.1	0.0	3	2	-0.2	0	7	-9
> CN(C1=NS(=O)(=O)c2ccccc21)c1ccc(OC(=O)c2ccccc2)cc1
→ 4	-6	-0.6	0.2	5	0	-0.2	1	8	10
> CC(C)c1cc(C(C)C)c(S(=O)(=O)NNC(=O)c2ccncc2)c(C(C)C)c1
→ -8	-1	0.3	-0.1	2	7	-1.6	-3	0	-6
> CC1CC(=O)Nc2ccccc2N1C(=O)Nc1ccc(F)cc1 (centres undefined)
→ -1	-3	-0.5	0.3	2	-40	0.5	2	-5	12
> Cc1c(Cl)cccc1NC(=O)COC(=O)c1c2c(nc3ccccc13)CCN(Cc1ccccc1)C2
→ 7	-10	-1.0	3.4	-6	-23	1.3	-2	-22	4
> COc1cccc(OC)c1C(=O)OCC(=O)N1CCC(Cc2ccccc2)CC1
→ -7	-1	-0.3	-1.7	7	47	1.0	-2	-11	-4
> O=C(Nc1cccs1)Nc1nnc([C@@H]2C[C@H](O)[C@@H](CO)O2)s1
→ nt	-2	1.4	-1.9	29	1	-0.2	0	-13	-19
> CCC(=O)Nc1ccc(C2C(=O)c3ccccc3C2=O)cc1
→ -6	-2	-0.2	0.0	-36	-2	1.1	0	0	-2
> Cn1cc(/C=C(\NC(=O)c2ccccc2)C(=O)NCCN2CCOCC2)c2ccccc21
→ 1	-15	-0.9	1.8	-21	0	4.5	-2	-1	-56
> COc1cc(C)nc(OCCNS(=O)(=O)c2cc(C)ccc2C)n1
→ -7	-4	-1.1	-2.8	-6	-1	0.3	6	0	-1
> COc1ccc(/C=N/NC(=O)c2ccoc2C)cc1COc1c(C)cccc1C
→ -10	-4	0.0	5.2	-1	-13	2.1	-2	6	2
> Cc1ccnc2nc(C(=O)OCC(=O)c3ccccc3)nn12
→ -4	-3	-0.2	-1.3	-2	-1	-0.4	1	-22	-5
> O=C(Nc1ccccc1)/C(=C/c1ccc2c(c1)OCO2)NC(=O)c1ccco1
→ -12	-7	0.0	-2.2	-1	1	3.0	1	1	1
> Oc1ccc(C[C@H]2CNC(=S)N2CC2CCCN2C[C@H](Cc2ccccc2)N2C[C@H](Cc3ccc(O)cc3)N(CC3CCCCC3)C2=S)cc1 (some centres undefined)
→ nt	-4	-0.7	4.4	8	-40	0.2	2	-5	-1
> COc1cccc(CN(C)CCCn2cnc3c(SC)ncnc32)c1
→ nt	-5	-1.0	-3.4	2	5	1.6	-1	0	-4

4 of these compounds in another layout:
| mol | Scp-1 inhibitor | MsrA act | Tb MetRS inh | LMPTP block | SUMO1 PPI mod | DNMT1 block | MsrA inhibitor | STEP inh | CendR NRP1 mod | E coli Lon inh |
| --- | --- | --- | --- | --- | --- | --- | --- | --- | --- | --- |
| O=C(c1ccco1)N1CCN(C(=O)c2ccccc2[N+](=O)[O-])CC1 | 1 | -4 | -0.1 | -1.0 | 0 | -5 | -0.5 | 2 | -8 | -7 |
| C=CCNC(=O)/C(C#N)=C\c1cc(Cl)c(O)c(OCC)c1 | -6 | -3 | 0.1 | -12 | -14 | -1 | 1.7 | 1 | -29 | -48 |
| COc1ccc(Cl)cc1NC(=O)CN1C(=O)CSC1=O | -6 | -1 | -0.1 | -0.7 | -1 | 1 | -0.3 | 1 | -5 | -9 |
| CCOc1ccc(/C=N/NC(=O)c2ccccc2C)cc1CN1CC2CC(C1)c1cccc(=O)n1C2 (centres undefined) | -6 | -1 | -0.9 | 0.1 | -7 | -1 | 1.1 | 3 | -6 | 4 |

Record cards, as listed above. Order of values: Scp-1 inhibitor, MsrA act, Tb MetRS inh, LMPTP block, SUMO1 PPI mod, DNMT1 block, MsrA inhibitor, STEP inh, CendR NRP1 mod, E coli Lon inh
Cc1ccc2c(Cl)c(C)c(N3CCCCC3)nc2n1 is listed as 0, -5, -0.8, -1.3, -2, -1, 3.0, 0, 1, 1
COc1cccc(CN(C)CCCn2cnc3c(SC)ncnc32)c1 is listed as nt, -5, -1.0, -3.4, 2, 5, 1.6, -1, 0, -4
O=C(CN1CCN(C(=O)c2ccccc2)CC1)Nc1ccc(Br)cn1 is listed as -1, -3, -0.6, -2.1, -4, 4, -1.1, -1, -18, -5
